CCT chaperon mod: High-Throughput Screening for Modulators of Cytosolic Chaperonin Activity; hit rate 0.3% among 360,000; purified chaperonin ATPase assay, HTRF ADP detection, 30 min; activity change, % (concentration not given with the values), hits read low; in the data active = activity change below about -30%; also: % is scaled to controls: 0 for no effect and ±100 for the full control effect
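ATPase activity: ADP formed was measured by HTRF Transcreener (665/615 nm ratio) after 30 min at 37 deg C with 10 uM ATP. Compounds screened at one 76 uM concentration against 40 or 20 nM TRiC in Tris pH 7.4/KCl/MgCl2/DTT buffer.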
EPAC2 ag: qHTS for Agonist of cAMP-regulated guanine nucleotide exchange factor 4 (EPAC2): primary screen | Rap guanine nucleotide exchange factor 4 (Homo sapiens), Q8WZA2 | hit rate 0.079% among 360,000 | AID 720711, 2013 | Potency, µM (titrated, usually from 154 µM), for the others: at the highest dose activation, hits mostly activators | EPAC2 activation, biochemical qHTS; response scale: 100% = 6.5 mM cAMP response; also: potency is read from the fitted curve at half-maximal effect; nearly all actives have a fitted effect of over 50% in size
Target sequence (Q8WZA2 whole entry, looked up): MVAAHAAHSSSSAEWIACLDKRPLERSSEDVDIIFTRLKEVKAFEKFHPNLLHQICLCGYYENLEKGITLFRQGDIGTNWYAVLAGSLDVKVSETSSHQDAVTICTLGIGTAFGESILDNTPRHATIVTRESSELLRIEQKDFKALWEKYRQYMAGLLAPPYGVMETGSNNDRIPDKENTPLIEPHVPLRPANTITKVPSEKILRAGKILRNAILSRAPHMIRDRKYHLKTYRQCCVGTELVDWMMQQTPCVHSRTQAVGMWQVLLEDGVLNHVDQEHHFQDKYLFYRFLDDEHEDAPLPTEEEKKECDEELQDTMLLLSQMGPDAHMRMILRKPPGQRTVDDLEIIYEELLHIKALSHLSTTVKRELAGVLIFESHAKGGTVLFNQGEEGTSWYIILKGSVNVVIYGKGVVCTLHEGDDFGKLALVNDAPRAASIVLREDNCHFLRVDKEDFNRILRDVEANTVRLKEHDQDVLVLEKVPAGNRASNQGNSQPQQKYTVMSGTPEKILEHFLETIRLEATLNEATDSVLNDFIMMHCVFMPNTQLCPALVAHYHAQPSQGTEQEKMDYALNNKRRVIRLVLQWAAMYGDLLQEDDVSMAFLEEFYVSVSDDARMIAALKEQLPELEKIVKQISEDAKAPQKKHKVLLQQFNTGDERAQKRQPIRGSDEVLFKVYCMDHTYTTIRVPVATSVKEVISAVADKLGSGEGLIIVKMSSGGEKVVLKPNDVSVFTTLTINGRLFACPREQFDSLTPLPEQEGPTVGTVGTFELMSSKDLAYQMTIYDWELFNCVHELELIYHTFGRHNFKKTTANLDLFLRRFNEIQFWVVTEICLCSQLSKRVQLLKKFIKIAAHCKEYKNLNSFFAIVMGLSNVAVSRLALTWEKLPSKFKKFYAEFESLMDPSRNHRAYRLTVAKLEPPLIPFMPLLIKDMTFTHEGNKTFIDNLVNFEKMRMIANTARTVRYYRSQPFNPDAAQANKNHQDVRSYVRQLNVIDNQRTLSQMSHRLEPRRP
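qHTS, titration series. 100 nM EPAC2 / 250 nM Rap1B-BODIPY-GDP / 50 uM GDP; RT; ex 480/em 540 nm, 5-min reads to 30 min. Norm. to 6.5 mM cAMP = activation.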
Nrf2 block: Nrf2 qHTS screen for inhibitors; A549 ARE-Fluc reporter, luciferase luminescence, 18-24 h; Potency, µM (highest dose often 46 µM), inactives show top-dose activity change, negative = inhibition, hits mostly inhibitors; AID 504444, 2011; hit rate 2.1% among 360,000; also: potency is read from the fitted curve at half-maximal effect; % is scaled to controls: 0 for no effect and ±100 for the full control effect; nearly all actives have a fitted effect of over 60% in size
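Nrf2 activity is the BugLite luminescence, read 15 min after reagent at room temperature, following CellTiter-Fluor cytotoxicity readout (30 min, 37C). Compound titrations were applied for 18-24 h to 5000 A549 ARE_Fluc cells/well in 5% FBS OPTI-MEM.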
Nrf2 activator: qHTS of Nrf2 Activators; AREc32 ARE-luciferase reporter (MCF7-derived line), luminescence, 24 h; hit rate 0.31% among 410,000; Potency, µM (top dose mostly 46.1 µM), inactives show at the highest dose activation, usual class: activators; also: potency is read from the fitted curve at half-maximal effect; % of control where 0% means no effect; nearly all actives have a fitted effect of over 65% in size
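Steps: seed AREc32_Fluc cells (1000/well, 5% FBS OPTI-MEM); incubate overnight at 37 deg C; add 23 nL compound; incubate 24 hr; add Steady-Glo; hold 30 min RT; read luminescence.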
Mm-Cpn inhibitor: Inhibitors of TCP-1 ring complex (TRiC) of Methanococcus maripaludis (MmCpn): qHTS; Chaperonin Mm-Cpn (Methanococcus maripaludis); Potency, µM (doses to about 76.9 µM), for the others: top-dose activity, negative = inhibition, most hits filed as inhibitors; hit rate 0.031% among 330,000; purified Mm-Cpn ATPase, ADP Transcreener TR-FRET; also: potency is read from the fitted curve at half-maximal effect; % is scaled to controls: 0 for no effect and ±100 for the full control effect; nearly all actives have a fitted effect of over 80% in size
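ATP (10 uM final) was added to archaeal chaperonin (25 nM final) after 10 min exposure to test compound at 37°C; after 30 min further incubation, ADP was detected by competitive TR-FRET.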
EPAC2 antag: qHTS for Antagonist of cAMP-regulated guanine nucleotide exchange factor 2 (EPAC2): primary screen | hit rate 0.18% among 360,000 | EPAC2 GEF exchange of Rap1B-BODIPY-GDP, fluorescence | Potency, µM (series often up to 114 µM), for inactives: at the top dose activity, negative = inhibition, most hits filed as inhibitors; also: potency is read from the fitted curve at half-maximal effect; % is scaled to controls: 0 for no effect and ±100 for the full control effect; nearly all actives have a fitted effect of over 45% in size; many of its hits are not listed in these tables
A549 tox: Nrf2 qHTS screen for inhibitors: counterscreen for cytotoxicity | A549 ARE-Fluc cells, CellTiter-Fluor viability, 18-24 h | Potency, µM (series often up to 46 µM), inactives show at the highest dose activity change, negative = cytotoxicity, most hits filed as inhibitors | hit rate 0.16% among 390,000; also: potency is read from the fitted curve at half-maximal effect; % is scaled to controls: 0 for no effect and ±100 for the full control effect
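A549 ARE_Fluc cells in 5% FBS OPTI-MEM were exposed to compounds in concentration-response for 18-24 h at 37 deg C. Viability was read by CellTiter-Fluor fluorescence (Ex 405/Em 525) after 30 min, before the luciferase read.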
Akt phos inh: HTS Assay for Inhibitors of Akt Phophorylation: Primary Screen; Neuro2A IGF-stimulated pAkt S473 HTRF, 20 min; stronger effect = lower value; activity change, % for hits at 50 µM; hit rate 0.32% among 360,000; in the data active = activity change below about -80%; inconclusive = mostly about -51% to -80%; also: % is scaled to controls: 0 for no effect and ±100 for the full control effect
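Single-point screen (50 µM final compound) in Neuro2A cells stimulated 20 min with 6 nM IGF at 37 deg C. After lysis, Ser473-phosphorylated Akt read by HTRF (ex 330 nm, em 615/665 nm) as the 665/615 ratio.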
TGFb inhibitor: qHTS for Inhibitors of TGF-b; hit rate 1.2% among 410,000; Potency, µM (doses to about 46.1 µM), inactives show top-dose activity, negative = inhibition, hits mostly inhibitors; AID 588855, 2011; HepG2 CAGA-GFP TGF-b/SMAD3 reporter, GFP fluorescence, 18 h; TGF-beta stimulated, 500 pg/mL final; also: potency is read from the fitted curve at half-maximal effect; % is scaled to controls: 0 for no effect and ±100 for the full control effect; nearly all actives have a fitted effect of over 65% in size
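Cell-based qHTS in HEPG2 carrying a CAGA-GFP Smad reporter; compounds added before 500 pg/mL final TGF-beta, 18 h incubation at 37 degrees C, GFP fluorescence quantified per cell by imaging cytometry.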
Numbers without * were called inactive. Unless noted, calls follow the shape of the dose curve; as a rule, active = well fitted curve in the direction sought with a large enough effect; inconclusive = small, poorly fitted or top-dose-only effect, or another doubt; inactive = no such curve, though single readings can be large; an effect the other way counts as inactive or inconclusive.

Screening COc1cc(CNCCO)cc(Cl)c1OCc1ccccc1Cl returned CCT chaperon mod -2.2, EPAC2 ag -3%, Nrf2 block 9%, Nrf2 activator 0.7%, Mm-Cpn inhibitor inconclusive, EPAC2 antag 3%, A549 tox 0%, Akt phos inh inactive and TGFb inhibitor 11µM*.
Screening Cc1ccc(CN(C(=O)c2ccc(F)cc2)c2ccccn2)o1 returned Nrf2 block -7%, Nrf2 activator 0.0%, A549 tox 3% and TGFb inhibitor -20%.
For Cc1ccc(C=NNC(=O)c2cc(-c3cccnc3)nc3ccccc23)o1 the results were CCT chaperon mod -3.3, EPAC2 ag 6%, Nrf2 block inconclusive, Nrf2 activator 2.0%, Mm-Cpn inhibitor 0%, EPAC2 antag 2%, A549 tox -8%, Akt phos inh inactive and TGFb inhibitor 5%.
Screening COCCCNC(=O)c1ccc(N(C)S(C)(=O)=O)cc1 returned CCT chaperon mod -0.7, EPAC2 ag 0%, Nrf2 block 9%, Nrf2 activator -0.6%, Mm-Cpn inhibitor -4%, EPAC2 antag -7%, A549 tox 0%, Akt phos inh inactive and TGFb inhibitor 3%.
For CCOC(=O)C1CCN(C(=O)c2cc(COc3ccc(OC)c4ccccc34)on2)CC1 the results were CCT chaperon mod -1.4, EPAC2 ag 10%, Nrf2 block inconclusive, Nrf2 activator 3.9%, Mm-Cpn inhibitor -1%, EPAC2 antag -17%, A549 tox 2%, Akt phos inh inactive and TGFb inhibitor inconclusive.
Screening O=C(CSC1CCCCC1)Nc1nccs1 returned CCT chaperon mod 1.3, EPAC2 ag 3%, Nrf2 block 25%, Nrf2 activator 0.0%, Mm-Cpn inhibitor 0%, EPAC2 antag 21%, A549 tox -4%, Akt phos inh inactive and TGFb inhibitor -13%.
NC(=S)N/N=C/c1coc2cc(Cl)ccc2c1=O was read as CCT chaperon mod -3.2, EPAC2 ag -1%, Nrf2 block 23%, Nrf2 activator 2.1%, Mm-Cpn inhibitor -1%, EPAC2 antag 6%, A549 tox -4%, Akt phos inh inactive and TGFb inhibitor 0%.
N/C(=N\OC(=O)c1ccccc1)c1ccncc1 was read as CCT chaperon mod -2.4, EPAC2 ag -2%, Nrf2 block inconclusive, Nrf2 activator 13%, Mm-Cpn inhibitor -1%, EPAC2 antag 5%, A549 tox -9%, Akt phos inh inactive and TGFb inhibitor -3%.
`CC(=O)C(N=Nc1ccccc1)(Sc1nnc(-c2ccccc2)n1-c1ccccc1)C(C)=O` gave CCT chaperon mod -1.7, EPAC2 ag 5%, Nrf2 block inconclusive, Nrf2 activator 0.4%, Mm-Cpn inhibitor -5%, EPAC2 antag 9%, A549 tox -11%, Akt phos inh inactive and TGFb inhibitor -6%.
CCN(CCn1cccn1)C(=O)c1ccc2nc(Cc3ccc(OC)cc3)oc2c1 was read as CCT chaperon mod -0.3, EPAC2 ag -2%, Nrf2 block 5%, Nrf2 activator -0.7%, Mm-Cpn inhibitor 2%, EPAC2 antag 4%, A549 tox 1%, Akt phos inh inactive and TGFb inhibitor 6%.
For Cc1ccc(Cl)cc1NC(=O)c1ccc(Cn2cc(Cl)cn2)cc1 the results were CCT chaperon mod -0.2, EPAC2 ag 9%, Nrf2 block inconclusive, Nrf2 activator -0.5%, Mm-Cpn inhibitor 1%, EPAC2 antag -1%, A549 tox 1%, Akt phos inh inactive and TGFb inhibitor 0%.
Screening COc1cccc(-c2noc(CCC(=O)NCCc3ccccc3)n2)c1 returned CCT chaperon mod -2.3, EPAC2 ag 13%, Nrf2 block inconclusive, Nrf2 activator -1.3%, Mm-Cpn inhibitor 0%, EPAC2 antag 0%, A549 tox -1%, Akt phos inh inactive and TGFb inhibitor -8%.
For Cc1ccc(S(=O)(=O)/N=C(\Sc2ccccc2)c2ccccc2)cc1 the results were CCT chaperon mod -2.3, EPAC2 ag 5%, Nrf2 block 2%, Nrf2 activator -0.4%, Mm-Cpn inhibitor 1%, EPAC2 antag -2%, A549 tox -2%, Akt phos inh inactive and TGFb inhibitor -9%.
COc1cccc(Cn2nnc(C(=O)NCCc3ccc(Cl)cc3)c2N)c1 was read as CCT chaperon mod 0.5, EPAC2 ag 10%, Nrf2 block -2%, Nrf2 activator 0.5%, Mm-Cpn inhibitor 1%, EPAC2 antag -9%, A549 tox 2%, Akt phos inh inactive and TGFb inhibitor inconclusive.
`COc1ccc(CC(=O)NCc2nnc(SCC(=O)Nc3ncc(C)s3)n2C)cc1` gave CCT chaperon mod -1.3, EPAC2 ag 4%, Nrf2 block 5%, Nrf2 activator 0.1%, Mm-Cpn inhibitor 0%, EPAC2 antag 2%, A549 tox -6%, Akt phos inh inactive and TGFb inhibitor 1%.
`Cc1cc(C)c(NC(=O)c2cc3c(=O)n4ccccc4nc3n2C)c(C)c1` gave Nrf2 block 7%, Nrf2 activator 0.4%, A549 tox 1% and TGFb inhibitor inconclusive.
COC(=O)CSc1[nH]c2ccccc2c1[N+](=O)[O-] was read as CCT chaperon mod 0.5, EPAC2 ag 6%, Nrf2 block 0%, Nrf2 activator 2.7%, Mm-Cpn inhibitor 1%, EPAC2 antag 6%, A549 tox -25%, Akt phos inh inactive and TGFb inhibitor inconclusive.
Screening CCOc1cc(C2NC(=O)NC(O)(C(F)(F)F)C2C(=O)c2ccc(Cl)cc2)ccc1O (stereo not given) returned CCT chaperon mod 0.0, EPAC2 ag -2%, Nrf2 block -20%, Nrf2 activator 0.2%, Mm-Cpn inhibitor 2%, EPAC2 antag -11%, A549 tox 1%, Akt phos inh inactive and TGFb inhibitor -15%.
For CN(c1ccc(OCc2nnc(-c3ccccc3)o2)cc1)S(=O)(=O)c1ccccc1 the results were CCT chaperon mod 1.0, EPAC2 ag 15%, Nrf2 block inconclusive, Nrf2 activator 1.9%, Mm-Cpn inhibitor 2%, EPAC2 antag -6%, A549 tox -6%, Akt phos inh inactive and TGFb inhibitor -16%.
For COC(=O)CC1NCCc2cc(OC)c(OC)cc21 (stereo not given) the results were CCT chaperon mod -4.4, EPAC2 ag 4%, Nrf2 block 4%, Nrf2 activator -1.2%, Mm-Cpn inhibitor 4%, EPAC2 antag 8%, A549 tox 2%, Akt phos inh inactive and TGFb inhibitor 1%.

Sorted by molecular weight (ascending): 3 of the compounds above.
For Cc1ccc(Cl)cc1NC(=O)c1ccc(Cn2cc(Cl)cn2)cc1 the results were CCT chaperon mod -0.2, EPAC2 ag 9%, Nrf2 block inconclusive, Nrf2 activator -0.5%, Mm-Cpn inhibitor 1%, EPAC2 antag -1%, A549 tox 1%, Akt phos inh inactive and TGFb inhibitor 0%.
COc1cccc(Cn2nnc(C(=O)NCCc3ccc(Cl)cc3)c2N)c1 was read as CCT chaperon mod 0.5, EPAC2 ag 10%, Nrf2 block -2%, Nrf2 activator 0.5%, Mm-Cpn inhibitor 1%, EPAC2 antag -9%, A549 tox 2%, Akt phos inh inactive and TGFb inhibitor inconclusive.
`COc1ccc(CC(=O)NCc2nnc(SCC(=O)Nc3ncc(C)s3)n2C)cc1` gave CCT chaperon mod -1.3, EPAC2 ag 4%, Nrf2 block 5%, Nrf2 activator 0.1%, Mm-Cpn inhibitor 0%, EPAC2 antag 2%, A549 tox -6%, Akt phos inh inactive and TGFb inhibitor 1%.

Remaining list, next part.
O=C(CCN1CCCCO1)N1CCCC(Nc2ccc(F)cc2)C1 (stereo not given) was read as CCT chaperon mod 2.1, EPAC2 ag -4%, Nrf2 block 4%, Nrf2 activator -0.7%, Mm-Cpn inhibitor -1%, EPAC2 antag 5%, A549 tox -2%, Akt phos inh inactive and TGFb inhibitor -30%.
`O=S(=O)(c1ccc(NC(=S)N/N=C/c2ccc(N3CCOCC3)cc2)cc1)N1CCOCC1` gave CCT chaperon mod -1.4, EPAC2 ag 1%, Nrf2 block -17%, Nrf2 activator -0.9%, Mm-Cpn inhibitor -6%, EPAC2 antag 1%, A549 tox 4%, Akt phos inh inactive and TGFb inhibitor 0%.
Screening Cc1cccc(N2CCN(C(=O)CCn3c(=O)[nH]c4ccccc4c3=O)CC2)c1C returned CCT chaperon mod 0.5, EPAC2 ag -16%, Nrf2 block -25%, Nrf2 activator 0.4%, Mm-Cpn inhibitor 1%, EPAC2 antag 13%, A549 tox -5%, Akt phos inh inactive and TGFb inhibitor -1%.
CN1CCN(C(=O)c2cnn(-c3ccccc3)c2NC(=O)c2ccccc2Cl)CC1 was read as CCT chaperon mod -4.2, EPAC2 ag 4%, Nrf2 block 9%, Nrf2 activator -0.8%, Mm-Cpn inhibitor -3%, EPAC2 antag 8%, A549 tox -1%, Akt phos inh inactive and TGFb inhibitor -3%.
`CCC[C@@H](CN1CCC[C@H]1CN1C(N)=NC[C@@H]1Cc1ccccc1)N1C[C@@H](Cc2ccccc2)N(CCc2ccc(Cl)c(Cl)c2)C1=N` gave CCT chaperon mod -4.1, EPAC2 ag 4%, Nrf2 block 20%, Nrf2 activator 0.7%, Mm-Cpn inhibitor 1%, EPAC2 antag 12%, A549 tox -4%, Akt phos inh inactive and TGFb inhibitor -11%.
For CO/N=C\c1cc(C(=O)c2ccc(Cl)cc2Cl)cn1C the results were CCT chaperon mod 1.0, EPAC2 ag 9%, Nrf2 block -24%, Nrf2 activator -0.1%, Mm-Cpn inhibitor -8%, EPAC2 antag -18%, A549 tox 5%, Akt phos inh inactive and TGFb inhibitor -5%.
Screening Cc1cccc(N2CCN(c3ncnc4c3nc3n4CCCCC3)CC2)c1C returned Nrf2 block -2%, Nrf2 activator 0.0%, A549 tox 3% and TGFb inhibitor inconclusive.

High-throughput results from PubChem BioAssay.

Some of the compounds tested. The share of hits here may be higher or lower than overall.
